# GASC1 inh = blocks human GASC-1 (KDM4C) demethylase activity. Q9H3R0. GST-KDM4C 2-372, H3K9me3 peptide, LANCE TR-FRET. inhibition, % at 12.5 µM. actives 0.15% (n = 96,000). AID 720574;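 active = mean replicate inhibition above about 25%, with at least 55% of replicates also reaching it, limit read from the data, passing the limit was not always enough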
# Target sequence (Q9H3R0 2-372 limits assumed): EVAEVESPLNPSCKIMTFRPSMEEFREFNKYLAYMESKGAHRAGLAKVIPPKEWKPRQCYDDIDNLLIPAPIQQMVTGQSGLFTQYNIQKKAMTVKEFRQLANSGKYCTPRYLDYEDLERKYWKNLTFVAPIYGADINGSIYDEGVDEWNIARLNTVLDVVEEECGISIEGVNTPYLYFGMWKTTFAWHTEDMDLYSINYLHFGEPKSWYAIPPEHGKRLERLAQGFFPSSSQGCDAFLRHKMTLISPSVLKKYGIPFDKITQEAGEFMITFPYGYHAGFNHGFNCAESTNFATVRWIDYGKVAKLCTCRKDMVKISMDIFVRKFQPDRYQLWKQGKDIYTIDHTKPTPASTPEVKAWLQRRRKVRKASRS
#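 Test system – GST-tagged GASC-1 (JMJD2C) catalytic fragment, aa 2-372 · Medium – HEPES buffer, pH 7.5, plus ascorbate · Reagent – H3K9me3 peptide with Fe(II)/2OG · Compound – one test concentration per compound · Timing – 30 min reaction, 60 min detection, RT · Technique – TR-FRET with Eu antibody and ULight streptavidin, EDTA stop · Read-out basis – inhibition from TR-FRET ratio decrease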
# T cruzi growth = T. cruzi proliferation inhibition; inhibition, % at 8.34 µM; actives 5.9% (n = 77,000); T. cruzi beta-gal in NIH3T3, GalScreen luminescence, 90 h;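 active = mean inhibition above about 93%, with at least 55% of replicates each passing it, limit read from the data, passing the limit was not always enough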
# C diff HTS = C. difficile growth inhibition. Clostridium difficile clinical isolate growth, OD600, 24 h; active compounds read low. growth activity, negative = inhibition, % at 16 µg/mL (by protocol). actives 0.25% (n = 86,000);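 active = mean growth activity at or below -80% and every replicate also at or below -80%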;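 also: 0% = DMSO wells and -100% = levofloxacin 16 µg/mL wells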
# Pf Dd2 growth = P. falciparum Dd2 growth inhibition; SYBR Green, 72 h; active compounds read low; activity change, % at 10 µM; actives 2.3% (n = 94,000); AID 1159554; in the data active = activity change below about -80%
# * hit, by the source's call; nt = not tested or not shown; & = joins results of further samples; ! = not confirmed by another sample.
SMILES,GASC1 inh,T cruzi growth,C diff HTS,Pf Dd2 growth
CCC(=O)N1C[C@@H](C)[C@@H](OC)CN(C)C(=O)c2ccc(NC(=O)c3cnccn3)cc2OC[C@@H]1C,1.6,-51,nt,3
CC=Cc1ccc2n(c1=O)C[C@@H]1[C@@H](CO)[C@H](C(=O)N(C)C)N(CCC(F)(F)F)[C@H]21 (mixture of isomers),2.7,32,9,nt
CCCNC(=O)C[C@@H]1C[C@H]2c3cc(NS(C)(=O)=O)ccc3O[C@H]2[C@H](CO)O1,-0.4,-60,-2,9
COCC(=O)Nc1ccc2c(c1)[C@H]1C[C@H](CC(=O)N3CCN(C)CC3)O[C@H](CO)[C@H]1O2,1.9,-2,3,35
CS(=O)(=O)N1[C@H](C(=O)NC2CCC2)[C@@H](CO)[C@@H]2Cn3c(ccc(-c4cccc(F)c4)c3=O)[C@@H]21,-0.2,nt,-3,4
Cc1ccc(-c2ccc3c(c2)O[C@H](CN(C)Cc2cncnc2)[C@H](C)CN([C@H](C)CO)S3(=O)=O)cc1,-1.3,nt,nt,17
COc1cccc(S(=O)(=O)Nc2ccc3c(c2)[C@@H]2C[C@H](CC(=O)NCc4ccc(Cl)cc4)O[C@@H](CO)[C@@H]2O3)c1,-3.2,66,nt,-82*
COCC(=O)Nc1ccc2c(c1)C(=O)N(C)[C@H]1CC[C@@H](CC(=O)N3CCc4ccccc4C3)O[C@H]1CO2,0.8,-3,11,-6
C[C@H]1CN([C@@H](C)CO)C(=O)c2cc(C#CC3CCCCC3)cnc2O[C@H]1CN(C)CC1CC1,-1.6,74,7,-61
C[C@@H]1CN([C@@H](C)CO)C(=O)c2cc(NC(=O)Nc3ccc(F)cc3)ccc2O[C@@H]1CN(C)Cc1ccc(Oc2ccccc2)cc1,-0.1,67,84,-11
C[C@H](CO)N1C[C@H](C)[C@H](CN(C)C(=O)c2ccc(N3CCN(C)CC3)cc2)OCc2cnnn2CCCC1=O,2.2,8&-7,0&0,8&17
C[C@@H]1CN([C@@H](C)CO)C(=O)c2cc(-c3ccccc3)cnc2O[C@H]1CN(C)C(=O)Nc1ccc2c(c1)OCO2,1.2,48,-3,5
CN(C)Cc1cn(CC[C@@H]2CC[C@H](NC(=O)Cc3cccnc3)[C@H](CO)O2)nn1,3.8,-5,nt,-4
N#Cc1ccc(-c2ccc3c(c2)[C@H]2[C@H](CCN2C(=O)c2ccc4c(c2)OCO4)[C@@H](CO)N3)cc1,-5.4,26,2,-60
CCCNC(=O)[C@H]1[C@H](CO)[C@H]2Cn3c(ccc(-c4cccnc4)c3=O)[C@H]2N1Cc1cocn1,11,nt,3,3
COc1ccc(NC(=O)N2CC(=O)N3[C@H](CO)[C@@H](c4ccc(Br)cc4)[C@@H]3C2)cc1,0.6,nt,4,-21
CCCNC(=O)N1[C@H](C#N)[C@H](c2ccc(-c3ccc(C(=O)N(C)C)cc3)cc2)[C@@H]1CO,-0.6,67,-5,-54
C[C@@H]1CN([C@@H](C)CO)C(=O)c2cc(NS(C)(=O)=O)ccc2O[C@H]1CN(C)Cc1ccc2c(c1)OCO2,1.9,-41,10,8
C[C@H]1CN([C@@H](C)CO)C(=O)c2cc(NS(C)(=O)=O)ccc2O[C@@H]1CN(C)C(=O)Nc1ccc(F)cc1,-0.4,6,-1,8
C[C@H](CO)N1C[C@H](C)[C@H](CN(C)C(=O)Nc2ccc(C(F)(F)F)cc2)Oc2ccc(NC(=O)Nc3ccc(C(F)(F)F)cc3)cc2CC1=O,-0.5,38,-1,7
CCC(=O)N(C)C[C@@H]1Oc2cc(C#Cc3ccccn3)ccc2S(=O)(=O)N([C@H](C)CO)C[C@H]1C,-0.9,-24,1,nt
Cc1noc(C)c1NC(=O)Nc1ccc2c(c1)C(=O)N([C@@H](C)CO)C[C@H](C)[C@@H](CN(C)S(=O)(=O)c1c(C)noc1C)OCCCC[C@H](C)O2,-0.1,30,2,-13
COc1ccccc1C(=O)N1C[C@H]2[C@@H](c3ccccc31)[C@H](CO)N2C(=O)Nc1ccccc1,1.9,23,4,15
O=C(CN1CCOCC1)N[C@@H]1CC[C@H](CCn2cc(C3CCCCC3)nn2)O[C@H]1CO,0.0,-5,-4,2
CN1CCN(C(=O)C[C@@H]2CC[C@H]3[C@@H](COc4ccc(NC(=O)C5CCOCC5)cc4C(=O)N3C)O2)CC1,-1.2,55,-5,nt
CN(C)C(=O)c1cccc(-c2ccc([C@H]3[C@H]4CN(CC5CCOCC5)CCCCN4[C@H]3CO)cc2)c1,-0.5,20,-3,0
CN1C(=O)c2cc(NC(=O)c3cccs3)ccc2OC[C@@H]2O[C@@H](CC(=O)NCC3CC3)CC[C@@H]21,0.0,-11,8,12
COc1cccc(NC(=O)N(C)C[C@@H]2Oc3ncc(/C=C/c4ccccc4)cc3C(=O)N([C@H](C)CO)C[C@@H]2C)c1,-4.6,nt,3,-49
C[C@H]1CN([C@@H](C)CO)C(=O)Cc2cc(NC(=O)CCCCCC(=O)Nc3ccccc3N)ccc2O[C@@H]1CN(C)Cc1ccc(Cl)c(Cl)c1,-0.5,61,0,-34
COc1ccc(S(=O)(=O)Nc2ccc3c(c2)C(=O)N([C@H](C)CO)C[C@H](C)[C@@H](CN(C)CC2CC2)OCCCC[C@H](C)O3)cc1,-0.2,40,-10,-30
C[C@H]1CN([C@@H](C)CO)C(=O)c2cc(C#CC3CC3)cnc2O[C@@H]1CN(C)C(=O)c1ccncc1,0.3,15,nt,36
C[C@H](CO)N1C[C@H](C)[C@@H](CN(C)C)Oc2ccc(NC(=O)Nc3ccc4c(c3)OCO4)cc2C1=O,-0.9,-10,0,10
CO[C@H]1CN(C)C(=O)c2ccc(NC(=O)C3CC3)cc2OC[C@@H](C)N(C(=O)C2CCCCC2)C[C@H]1C,0.4,-26,-3,-20
CCCNC(=O)[C@@H]1[C@@H](CO)[C@@H]2Cn3c(cccc3=O)[C@@H]2N1Cc1ccccn1,1.2,-16,2,0
C[C@@H]1CN([C@@H](C)CO)S(=O)(=O)c2ccc(C3=CCCC3)cc2O[C@@H]1CN(C)C(=O)C1CCCCC1,0.0,91,-8,-21
COCC(=O)Nc1ccc2c(c1)C(=O)N(C)C[C@H](OC)[C@H](C)CN(Cc1cccc(F)c1)[C@H](C)CO2,0.4,8,nt,-72
COc1ccc(NC(=O)Nc2ccc3c(c2)[C@@H]2C[C@H](CC(=O)N4CCc5ccccc5C4)O[C@H](CO)[C@@H]2O3)cc1,-2.6,14,-5,4
CCCNC(=O)Nc1ccc2c(c1)OC[C@H](C)N(C(C)=O)C[C@@H](C)[C@@H](OC)CN(C)C2=O,0.8,-10,0,7
C/C=C/c1cnc2c(c1)C(=O)N([C@H](C)CO)C[C@H](C)[C@@H](CN(C)C(=O)c1cccnc1)O2,0.7,42,1,13
C[C@@H]1CCCCO[C@H](CN(C)C(=O)Nc2ccc3c(c2)OCO3)[C@H](C)CN([C@@H](C)CO)C(=O)c2cc(N(C)C)ccc2O1,0.9,72,-3,nt
COc1ccc2c3c([nH]c2c1)[C@H](CO)N(Cc1cccnc1)CC31CN(C(=O)c2cccnc2)C1,nt,nt,0,-7
C[C@H](CO)N1C[C@H](C)[C@@H](CN(C)C(=O)c2ccccc2)OCCCC[C@H](C)Oc2ccc(NS(=O)(=O)c3ccc(Cl)cc3)cc2C1=O,0.5,55,-4,9
N#Cc1cccc(-c2ccc([C@H]3[C@@H](CO)N4CCCCN(C(=O)Nc5cccc(F)c5)C[C@@H]34)cc2)c1,-1.3,123*,9,5
O=C(Nc1cc(F)ccc1F)N1CC(=O)N2[C@H](CO)[C@H](c3ccc(C#CC4CCCC4)cc3)[C@H]2C1,-1.0,nt,58,-19
C[C@@H]1CCCCO[C@@H](CN(C)C(=O)C2CCCCC2)[C@H](C)CN([C@@H](C)CO)C(=O)c2cc(NC(=O)C3CCCCC3)ccc2O1,-0.4,-70,-3,16
COc1ccccc1C#Cc1cnc2c(c1)C(=O)N([C@@H](C)CO)C[C@H](C)[C@@H](CN(C)C(=O)CN(C)C)O2,-0.3,-25,3,-50
O=C(C[C@H]1CC[C@H]2[C@@H](COC[C@H](O)CN2CC2CCCCC2)O1)NCc1ccc(F)cc1,-0.7,56,2&1,nt
COc1ccc(S(=O)(=O)N(C)C[C@@H]2Oc3cc(C#CC4CCCC4)ccc3S(=O)(=O)N([C@H](C)CO)C[C@H]2C)cc1,0.7,13,3,-49
CO[C@@H]1CN(C)C(=O)c2cc(NC(=O)C3CC3)ccc2OC[C@H](C)N(C(=O)c2ccccc2F)C[C@@H]1C,1.2,-4,-5,-11
C[C@H](CO)N1C[C@H](C)[C@@H](CN(C)C(=O)Nc2ccccc2)OCc2cn(nn2)CCCC1=O,-0.4,127*!,-1&0,8&2

# Ordered by length of the SMILES (highest first): part of the list above
SMILES,GASC1 inh,T cruzi growth,C diff HTS,Pf Dd2 growth
C[C@H](CO)N1C[C@H](C)[C@@H](CN(C)C(=O)c2ccccc2)OCCCC[C@H](C)Oc2ccc(NS(=O)(=O)c3ccc(Cl)cc3)cc2C1=O,0.5,55,-4,9
C[C@@H]1CCCCO[C@@H](CN(C)C(=O)C2CCCCC2)[C@H](C)CN([C@@H](C)CO)C(=O)c2cc(NC(=O)C3CCCCC3)ccc2O1,-0.4,-70,-3,16
C[C@@H]1CCCCO[C@H](CN(C)C(=O)Nc2ccc3c(c2)OCO3)[C@H](C)CN([C@@H](C)CO)C(=O)c2cc(N(C)C)ccc2O1,0.9,72,-3,nt
COc1ccc(NC(=O)Nc2ccc3c(c2)[C@@H]2C[C@H](CC(=O)N4CCc5ccccc5C4)O[C@H](CO)[C@@H]2O3)cc1,-2.6,14,-5,4
COc1ccccc1C#Cc1cnc2c(c1)C(=O)N([C@@H](C)CO)C[C@H](C)[C@@H](CN(C)C(=O)CN(C)C)O2,-0.3,-25,3,-50
C[C@@H]1CN([C@@H](C)CO)S(=O)(=O)c2ccc(C3=CCCC3)cc2O[C@@H]1CN(C)C(=O)C1CCCCC1,0.0,91,-8,-21
N#Cc1cccc(-c2ccc([C@H]3[C@@H](CO)N4CCCCN(C(=O)Nc5cccc(F)c5)C[C@@H]34)cc2)c1,-1.3,123*,9,5
CO[C@H]1CN(C)C(=O)c2ccc(NC(=O)C3CC3)cc2OC[C@@H](C)N(C(=O)C2CCCCC2)C[C@H]1C,0.4,-26,-3,-20
O=C(Nc1cc(F)ccc1F)N1CC(=O)N2[C@H](CO)[C@H](c3ccc(C#CC4CCCC4)cc3)[C@H]2C1,-1.0,nt,58,-19
C[C@H]1CN([C@@H](C)CO)C(=O)c2cc(C#CC3CC3)cnc2O[C@@H]1CN(C)C(=O)c1ccncc1,0.3,15,nt,36
CCCNC(=O)Nc1ccc2c(c1)OC[C@H](C)N(C(C)=O)C[C@@H](C)[C@@H](OC)CN(C)C2=O,0.8,-10,0,7
C[C@H](CO)N1C[C@H](C)[C@@H](CN(C)C(=O)Nc2ccccc2)OCc2cn(nn2)CCCC1=O,-0.4,127*!,-1&0,8&2
COc1ccc2c3c([nH]c2c1)[C@H](CO)N(Cc1cccnc1)CC31CN(C(=O)c2cccnc2)C1,nt,nt,0,-7
CCCNC(=O)[C@@H]1[C@@H](CO)[C@@H]2Cn3c(cccc3=O)[C@@H]2N1Cc1ccccn1,1.2,-16,2,0

# Next compounds.
SMILES,GASC1 inh,T cruzi growth,C diff HTS,Pf Dd2 growth
COc1ccc2c3c(n(C)c2c1)[C@H](CO)N(C(C)=O)CC31CCN(C(=O)c2ccccc2)CC1,0.2,nt,-1,22
C[C@H](CO)N1C[C@H](C)[C@H](CN(C)Cc2ccccc2)Oc2ccc(NS(=O)(=O)c3ccc(Cl)cc3)cc2CC1=O,-0.4,63,0,-38
CCC(=O)N1C[C@@H](C)[C@H](OC)CN(C)C(=O)c2ccc(NS(C)(=O)=O)cc2OC[C@H]1C,0.8,12,-2,nt
C[C@H]1CCCCO[C@@H](CN(C)CC2CC2)[C@@H](C)CN([C@@H](C)CO)C(=O)c2cc(NC(=O)Nc3ccc(F)cc3)ccc2O1,0.0,24,5,-42

# Screens from PubChem.
